Source: PubChem
AmpC no deterg = inhibitors of E. coli AmpC beta-lactamase without detergent | P00811 | AmpC nitrocefin hydrolysis, absorbance 480 nm, 0.0001% Triton | Potency, µM (top dose mostly 57.1 µM), for inactives: top-dose activity change, negative = inhibition, actives largely listed as inhibitors | hit rate 0.52% among 330,000 | AID 485341;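 further: potency means the concentration at half of the fitted maximal effect; plate controls were no compound for no effect and no enzyme for full effect; nearly all actives have a fitted effect of over 20% in size; some results filed as inactive show a strong effect at the top dose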
Target sequence (P00811 whole entry, looked up): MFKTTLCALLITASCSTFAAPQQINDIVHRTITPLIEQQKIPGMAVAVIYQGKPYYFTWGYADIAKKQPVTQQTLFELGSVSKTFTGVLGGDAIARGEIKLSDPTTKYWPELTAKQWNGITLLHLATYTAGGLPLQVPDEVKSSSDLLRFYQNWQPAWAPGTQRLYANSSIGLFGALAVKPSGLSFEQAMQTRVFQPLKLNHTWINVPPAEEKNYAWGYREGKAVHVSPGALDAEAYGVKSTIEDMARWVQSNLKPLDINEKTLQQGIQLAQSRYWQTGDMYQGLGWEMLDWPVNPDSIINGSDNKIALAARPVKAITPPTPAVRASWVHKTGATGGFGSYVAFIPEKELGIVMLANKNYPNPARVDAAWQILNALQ
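20 mM phosphate pH 7.0 + 0.01% (detergent screen) or 0.0001% Triton X-100; 5.3 nM AmpC reagent; cpd preinc 15 min RT; nitrocefin (800 uM stock) to start; A480 q20 s × 4 min; Activity was normalised to no-enzyme and no-compound control wells.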
TbPYK inhibitor = inhibitors of Trypanosoma brucei pyruvate kinase; TbPYK enzyme, Kinase-Glo Plus ATP luminescence, 45 min; Potency, µM (titrated, usually from 76.8 µM), for inactives: at the top dose activity, negative = inhibition, usual class: inhibitors; hit rate 0.12% among 410,000; further: potency means the concentration at half of the fitted maximal effect; on the % scale 0 is the no-effect control and ±100 the full control effect; nearly all actives have a fitted effect of over 50% in size
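TbPYK + substrate in 50 mM TEA pH 7.2, 100 mM KCl, 10 mM MgCl2, 0.05% BSA, 0.01% Tween-20; cpd pinned; ADP 130 uM final; 45 min RT; Kinase-Glo Plus 10 min; luminescence endpoint.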
LmPK inhibitor = blocks Leishmania mexicana pyruvate kinase activity; Potency, µM (highest dose often 57.5 µM), inactives show at the top dose activity change, negative = inhibition, actives largely listed as inhibitors; AID 1721; hit rate 0.37% among 290,000; purified LmPK, Kinase-Glo ATP luminescence, 1 h; Q27686; further: potency means the concentration at half of the fitted maximal effect; on the % scale 0 is the no-effect control and ±100 the full control effect
Target sequence (Q27686 whole entry, looked up): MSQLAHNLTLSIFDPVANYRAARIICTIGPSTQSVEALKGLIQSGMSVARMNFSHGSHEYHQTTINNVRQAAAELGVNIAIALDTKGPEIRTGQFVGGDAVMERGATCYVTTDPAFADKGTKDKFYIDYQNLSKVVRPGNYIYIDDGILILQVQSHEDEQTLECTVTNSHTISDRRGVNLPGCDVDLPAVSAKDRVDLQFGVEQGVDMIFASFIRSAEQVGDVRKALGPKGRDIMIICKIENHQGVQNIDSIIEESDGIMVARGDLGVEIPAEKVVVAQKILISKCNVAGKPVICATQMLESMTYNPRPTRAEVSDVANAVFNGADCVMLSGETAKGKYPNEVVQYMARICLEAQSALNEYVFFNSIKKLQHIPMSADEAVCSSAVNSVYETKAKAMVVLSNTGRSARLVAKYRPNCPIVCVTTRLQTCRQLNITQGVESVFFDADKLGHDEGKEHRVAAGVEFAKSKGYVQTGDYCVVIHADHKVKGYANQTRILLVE
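Kinase-Glo luminescence read after 1 h RT reaction of 0.1 nM LmPK with 0.5 mM PEP and 0.1 mM ADP. Activity scaled between uninhibited and enzyme-free controls.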
Cycloheximide cs = counter-screen for Shiga toxin inhibitors: cycloheximide protein synthesis inhibition; hit rate 12% among 300,000; max response, %; AID 2314; cell reporter, cycloheximide protein synthesis inhibition counterscreen; in the data active means max response mostly above about 13%, no sharp cut-off; inactive means mostly below about 14%; further: read at 38.3 µM for the half of the compounds with a filed dose; 0% is about no effect
Pf growth 48h = P. falciparum growth inhibition at 48 hours (one generation). AID 504832. Potency, µM (titrated, usually from 28.7 µM), inactives show at the top dose activity change, negative = inhibition, most hits filed as inhibitors. hit rate 5.9% among 310,000. P. falciparum luciferase growth in erythrocytes, 48 h; further: potency means the concentration at half of the fitted maximal effect; on the % scale 0 is the no-effect control and ±100 the full control effect
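Firefly luciferase activity from engineered P. falciparum reports growth; inhibitors lower the luminescent signal. Cultures contained 2% hematocrit erythrocytes at 0.1% final parasitemia.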
Pf growth 96h = inhibits malaria parasite growth, 96 h; P. falciparum luciferase reporter growth, 96 h; Potency, µM (highest dose often 28.7 µM), without a hit: at the top dose activity change, negative = inhibition, actives largely listed as inhibitors; hit rate 6.9% among 320,000; further: potency means the concentration at half of the fitted maximal effect; on the % scale 0 is the no-effect control and ±100 the full control effect
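Two parasite generations (96 h, 37 C, 5% CO2) of compound exposure in infected erythrocytes (0.05% parasitemia, 2% hematocrit). Luciferase-reporter P. falciparum; decreased luminescence indicates inhibited growth, aimed at apicoplast-acting delayed death.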
Shiga inhibitor = inhibitors of Shiga toxin in Vero cells | inhibition, % at 38.7 µM | AID 2315 | Vero cells, Shiga toxin protein synthesis inhibition reporter | hit rate 9.2% among 290,000; in the data active means inhibition mostly above about 28%, no sharp cut-off; inactive means mostly below about 43%; further: 0% is about no effect
Active calls of the source: *; u = inconclusive; x = not tested or not shown; [ ] = remark or other dose. Unless noted, the call rests on the fitted dose curve; in most records, active means well fitted curve in the direction sought with a large enough effect; inconclusive means small, poorly fitted or top-dose-only effect, or another doubt; inactive means no such curve, though single readings can be large; an effect the other way counts as inactive or inconclusive.

SMILES	AmpC no deterg	TbPYK inhibitor	LmPK inhibitor	Cycloheximide cs	Pf growth 48h	Pf growth 96h	Shiga inhibitor
Cc1cc(C(=O)c2cnc(/N=C/N(C)C)s2)cc(C)c1O	-12%	1%	3%	2	14%	19%	-5
COc1cc(NC(=O)C2=C(C)OCCS2)c(Cl)cc1C(=O)NCCN1CCN(C)CC1	33%	-9%	9%	-7	u	u	-4
Cc1ccc2c(CSc3nnc4ccccn34)cc(=O)oc2c1C	-13%	1%	-3%	17	34%[activator]	-12%	60*
COC(=O)c1sc2nc(N)c(C#N)cc2c1N	-3%	-5%	0%	30*	57%[activator]	-14%	73*
CCCc1cc(C(=O)Nc2cccc(C(C)=O)c2)no1	-7%	1%	11%	31*	x	u	67*
COc1cc2c(cc1O)C[C@H]1NCCc3cc4c(c-2c31)OCO4	-7%	-4%	0%	-2	u	u	-16
CCN(CC)CCCNC(=O)c1csc(Nc2cccc3ccccc23)n1	64%[activator]	1%	-3%	1	u	u	-10
Cc1cc(C)cc(NC(=O)c2c(C)nc3ccccn23)c1	38%	-6%	7%	11	-29%	23%	16
CCNC(=S)N(Cc1cc2cc(C)ccc2[nH]c1=O)C1CCCC1	-19%	-18%	4%	-4	-15%	u	-9
COc1ccc(Cl)cc1CN1C(=O)NC2(CCCCCC2)C1=O	-14%	8%	2%	5	-10%	u	14
O=C(O)CCS(=O)(=O)c1cc(Br)cc2c1N(C(=O)C1CC1)CC2	-21%	-1%	-10%	0	u	u	31
Cn1c2c(c3ccccc31)CC/C2=N\O	-11%	1%	6%	8	17%	x	-11
CSCc1nnc(NC(=O)c2ccc(S(=O)(=O)N3CCCCC3C)cc2)o1 (stereo not drawn)	-46%	-3%	-8%	-3	-5%	u	-11
CCCCn1nnnc1SCC(=O)Nc1cccc(C)n1	1%	-1%	0%	10	29%	31%[activator]	20
CCCn1c2ccccc2c2cnn(CC(=O)NCCCN3C(C)CCCC3C)c(=O)c21 (stereo not drawn)	57%	1%	1%	-3	u	u	-2
O=C(Nc1ccc(N2CCOCC2)cc1)C1CCN(S(=O)(=O)Cc2ccccc2)CC1	-14%	3%	11%	-6	-4%	-14%	-6
Cn1ccnc1C(O)c1ccc(OCc2ccccc2)cc1 (stereo not drawn)	-19%	-3%	4%	17	22%	x	55
Cc1cccc(C)c1NC(=O)COC(=O)COc1ccc2c(C)cc(=O)oc2c1	-1%	2%	-3%	4	13%	34%[activator]	-14
O=c1sc2ccccc2n1CCCOc1ccccc1	-25%	-1%	-2%	42*	57%[activator]	176%[activator]	119*
Cc1ccc(CS(=O)(=O)Cc2ccc(C(=O)NC3CCCCCC3)o2)cc1	16%	5%	8%	2	u	-6%	-2
CC1CCCC(NC(=O)COC(=O)CCC2CCCC2)C1C (stereo not drawn)	52%	0%	4%	4	7%	x	-12
NS(=O)(=O)Oc1ccccc1	-1%	3%	-1%	-2	72%[activator]	38%[activator]	-5
COc1cc(C2/C(=C(\O)c3ccc4c(c3)CC(C)O4)C(=O)C(=O)N2CC2CCCO2)cc(OC)c1OC (stereo not drawn)	-9%	1%	5%	-3	-1%	10%	-3
Cc1ccsc1C=Nc1c(C)n(C)n(-c2ccccc2)c1=O	-14%	0%	-1%	4	16%	x	-17
O=C(O)c1ccc(CSCc2ccco2)cc1	-22%	-15%	-6%	-2	11%	x	-14
CN1CCN(c2ccccc2NC(=O)c2ccc(-c3ccc(Cl)cc3Cl)o2)CC1	43%	13%	3%	-2	x	4.1µM*	-2
Cc1ccc(CN2CCN(CC(=O)NCc3ccc(Cl)cc3)C2=O)cc1	28%	1%	2%	-4	x	-1%	-13
CC(C1CC1)N(C(=O)c1ccccc1O)c1ccccc1 (stereo not drawn)	-26%	1%	1%	-3	-21%	u	-21
O=C(CCC1CCCC1)Nc1ccc(Br)cn1	-25%	3%	-3%	18*	139%[activator]	10%	89*
Cc1ccccc1C(=O)Nc1ccnn1C1CCN(Cc2c(C)n(C)c3ccccc23)CC1	155%[activator]	0%	-1%	0	u	u	-6
CCOc1ccc(C(=O)NCC(=O)OCc2c(F)cccc2Cl)cc1	-35%	9%	2%	1	-15%	-6%	4
CCOC(=O)c1c(/N=C/c2ccc(OC)cc2O)sc2c1CCN(C)C2	3%	-13%	-5%	3	10µM*	5.2µM*	22
Cc1ccc(NC(=S)Nc2ccc(F)cc2)c(C)c1	-15%	-1%	4%	10	-10%	123%[activator]	19
CCOC(=O)CSc1nnc(CNC(=O)c2cccs2)n1-c1cc(OC)ccc1OC	-2%	6%	0%	-2	-3%	14%	-7
c1csc(CNc2ccc3c(c2)OCCO3)c1	-22%	-19%	-2%	111*	222%[activator]	125%[activator]	93*
CCOP(C)(=O)C1(C(=O)OCc2ccccc2)CC1 (stereo not drawn)	-1%	-5%	-7%	-3	-5%	-8%	-21
CN(C)C(CNC(=O)CCCc1c[nH]c2ccccc12)c1ccco1 (stereo not drawn)	4%	0%	5%	-2	u	17%	20
CN(C)C(=O)Oc1ccc2c(c1)O/C(=C\c1cccc([N+](=O)[O-])c1)C2=O	-5%	0%	0%	-1	15%	13%	-5
CN1CCN(c2ccc(C(F)(F)F)cc2NC(=O)c2ccco2)CC1	0%	1%	-1%	-3	23%	u	-13
CN(c1ccccc1C(=O)Nc1cccc([N+](=O)[O-])c1)S(C)(=O)=O	-19%	0%	1%	-3	12%	u	-4

Some entries already given with just AmpC no deterg:
SMILES,AmpC no deterg
c1csc(CNc2ccc3c(c2)OCCO3)c1,-22%
CCOP(C)(=O)C1(C(=O)OCc2ccccc2)CC1 (stereo not drawn),-1%

Following part
SMILES	AmpC no deterg	TbPYK inhibitor	LmPK inhibitor	Cycloheximide cs	Pf growth 48h	Pf growth 96h	Shiga inhibitor
CCOC(=O)c1c(N2C(=O)Nc3ccccc3N2O)n[nH]c1-c1cccc(OC)c1	-30%	5%	-2%	8	57%[activator]	-4%	-7
CCOc1cc(C=C(C(=O)OC)C(=O)OC)ccc1OCc1ccc([N+](=O)[O-])cc1	u	-2%	-1%	-5	u	-3%	-16
O=C(/C=C/c1ccco1)OCC(=O)c1cccc([N+](=O)[O-])c1	-26%	-4%	0%	2	11%	u	-24
O=C(O)CC[C@@H](C(=O)O)N1C(=O)c2ccccc2C1=O	-7%	5%	-4%	-2	-10%	24%	-5
O=C(OCc1cc2ccccc2[nH]c1=O)C1CCCCC1	-6%	5%	-2%	-6	4%	8%	-18
Cc1ccc(CN2C3CCCC2CC(NC(=O)c2ccc(C)cc2)C3)cc1 (stereo not drawn)	-31%	2%	0%	21	u	-1%	-6
O=C(c1ccc2c(c1)OCO2)C1CCCN(Cc2ccc(F)c(F)c2)C1 (stereo not drawn)	-5%	-3%	0%	1	7%	u	-8
Cc1ccc(NS(=O)(=O)c2cccc(C(=O)NNC(=O)c3cccn3C)c2)c(C)c1	16µM*	-3%	-2%	24*	32%[activator]	0%	32
CC(C)(C)NC(=S)NCc1ccco1	-46%	-6%	0%	-5	u	u	-33
CN(CC(=O)Nc1cccc(F)c1)C(=O)CC1CCCC1	-15%	5%	x	x	-5%	31%[activator]	x
COc1ccc(-c2cc(=O)oc3c(C)c(OC(C)C(=O)Nc4ccc(CN5CCOCC5)cc4)ccc23)cc1 (stereo not drawn)	144%[activator]	25%	3%	-2	7.4µM*	3.7µM*	-4
N#CCCn1nc(-c2ccc(Br)cc2)cc1Nc1ccccc1NC(=O)C(F)(F)F	-2%	5%	6%	-1	u	u	23
COc1ccc(NC(=O)CSc2nnc(-c3ccncc3)o2)c(OC)c1	-15%	0%	x	x	49%[activator]	20%	x
CC1CCN(C(=S)NC(=O)c2cccc([N+](=O)[O-])c2)CC1	-14%	-25%	-5%	-3	-27%	u	-13
CC1CN(S(=O)(=O)c2ccc(C(=O)Nc3ccc(S(=O)(=O)N4CCOCC4)cc3)cc2)CC(C)O1 (stereo not drawn)	75%[activator]	0%	-5%	8	-40%	u	-16
COc1ccc(/C=N/NC(=O)c2cccc(NC(=O)c3ccccc3Cl)c2)cc1OC	17%	0%	12%	4	1%	-16%	-3
Cc1ccc(CNC(=O)C2CCCN(S(=O)(=O)c3cccc4nonc34)C2)cc1 (stereo not drawn)	-8%	4%	2%	-2	1%	u	-11
CN1C(=O)C(=O)/C(=C(/O)c2ccccc2)C1c1ccc(Br)cc1 (stereo not drawn)	-19%	-8%	-2%	-1	-9%	u	-2
O=C(c1ccco1)N(Cc1ccc([N+](=O)[O-])cc1)c1ccc(Cl)cc1	20%	3%	1%	1	u	u	30
Cc1cccc(OCC(=O)Nc2cccc(-c3nnc(-c4ccccc4)o3)c2)c1C	-15%	1%	1%	0	u	x	-3
NC(=O)c1ccccc1NS(=O)(=O)c1ccc(S(=O)(=O)N2CCCC2)cc1	-13%	-9%	x	x	11%	58%[activator]	x
COc1ccccc1-c1nnc(SC)n1C	-4%	-1%	-1%	-4	16%	32%[activator]	-6
O=C1c2cccc3cccc(c23)C(=O)N1CC1CCN(S(=O)(=O)c2ccc(F)cc2)CC1	-22%	7%	7%	-3	8%	u	-9
Cc1cccn2c(=O)c(C=O)c(N3CCSCC3)nc12	-1%	0%	-3%	1	0%	13%	-7
COc1cccc(NC(=O)CN2C(=O)CSc3nc(C)cc(C)c32)c1	-5%	1%	0%	-1	0%	-19%	-1
O=C(c1ccco1)N1CCN(C(c2ccc(Cl)cc2)c2nnnn2CC2CCCO2)CC1 (stereo not drawn)	74%[activator]	-3%	2%	10	u	18%	-9
Cc1ccc(N2CC(C(=O)Nc3ccccc3C(=O)NC3CCCCC3)CC2=O)cc1 (stereo not drawn)	-14%	1%	1%	-1	25%	38%[activator]	18
COc1ccccc1NS(=O)(=O)NC(=O)c1c(C)[nH]c2ccccc12	-13%	4%	2%	3	17%	4%	-6
COc1ccc(Nc2nc3cc(C)ccc3cc2C#N)c(OC)c1	-21%	-4%	-5%	-4	7%	27%	-33
COc1ccc(SC[C@H](Cc2ccccc2)N2CC[C@@H](C(C)(C)C)CCC2=O)cc1	-14%	0%	x	x	12µM*	u	x
CC(C)Cc1nnc(NC(=O)c2ccc(S(=O)(=O)N3CCCC3)cc2)s1	-23%	-4%	x	x	1%	-13%	x

Nothing new here: entries from further up.
SMILES	AmpC no deterg	TbPYK inhibitor	LmPK inhibitor	Cycloheximide cs	Pf growth 48h	Pf growth 96h	Shiga inhibitor
O=C1c2cccc3cccc(c23)C(=O)N1CC1CCN(S(=O)(=O)c2ccc(F)cc2)CC1	-22%	7%	7%	-3	8%	u	-9
Cc1cccn2c(=O)c(C=O)c(N3CCSCC3)nc12	-1%	0%	-3%	1	0%	13%	-7
COc1cccc(NC(=O)CN2C(=O)CSc3nc(C)cc(C)c32)c1	-5%	1%	0%	-1	0%	-19%	-1
O=C(c1ccco1)N1CCN(C(c2ccc(Cl)cc2)c2nnnn2CC2CCCO2)CC1 (stereo not drawn)	74%[activator]	-3%	2%	10	u	18%	-9
